DDE Tn6 FP inh: inhibitors of Tn6 peptide binding to fibrin DD(E), primary screen, biochemical, fluorescence polarization, human fibrin, Tn6 probe | Fibrin DD(E) TRITC-Tn6 fluorescence polarization displacement | hit rate 0.21% among 370,000 | inhibition, % at 8.3 µM | Fibrinogen beta chain (Homo sapiens), P02675 | AID 720509, 2013;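 active = inhibition above a per-campaign cutoff: mean of compounds within control limits plus 3 SD, cut at about 15% in these data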;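 note: 0% = median of all compound wells on the plate and 100% = blocking peptide control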
sPLA2-III inh: human group III sPLA2 inhibitors, primary screen, biochemical, QFRET, BODIPY PC-A2 liposome substrate. QFRET BODIPY PC-A2 liposome hydrolysis, fluorescence. inhibition, % at 12.2 µM. hit rate 0.56% among 370,000. AID 743126, 2013;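 active = inhibition above mean plus 3 SD of compounds lying within the high and low control bounds, cut at about 19% in these data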;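 note: 0% = median of test compound wells and 100% = no enzyme DMSO wells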
Target sequence (Q9NZ20 whole entry, looked up): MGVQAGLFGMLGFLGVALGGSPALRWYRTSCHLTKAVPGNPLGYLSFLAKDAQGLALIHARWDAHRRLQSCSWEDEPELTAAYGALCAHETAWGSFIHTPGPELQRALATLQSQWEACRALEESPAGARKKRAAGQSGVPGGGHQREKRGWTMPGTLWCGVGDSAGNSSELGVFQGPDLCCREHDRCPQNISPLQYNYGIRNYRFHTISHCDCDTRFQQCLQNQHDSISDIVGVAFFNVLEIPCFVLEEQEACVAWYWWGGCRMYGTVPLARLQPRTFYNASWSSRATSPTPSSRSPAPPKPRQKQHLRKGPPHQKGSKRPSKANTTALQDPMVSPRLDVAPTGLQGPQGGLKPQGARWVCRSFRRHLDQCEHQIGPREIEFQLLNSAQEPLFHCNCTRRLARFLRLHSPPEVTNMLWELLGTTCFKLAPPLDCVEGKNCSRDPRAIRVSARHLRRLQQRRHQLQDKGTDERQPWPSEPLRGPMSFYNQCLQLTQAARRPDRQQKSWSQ
NPR1 activator: GC-A stimulated cGMP production enhancers – HEK293 GC-A cells, cGMP TR-FRET, EC30 ANP, primary screen; activation, % at 10 µM; 0% at EC30 ANP, 100% saturating ANP; Atrial natriuretic peptide receptor 1 (Homo sapiens), P16066; hit rate 0.14% among 370,000; in the data active = activation above about 40%
ARFGAP1 inhibitor: inhibitors of rat ARFGAP1 GAP activity, primary screen, biochemical, fluorescence polarization, GDP tracer; Arfgap1-stimulated ARF1 GTP hydrolysis, GDP FP detection; inhibition, % at 16.5 µM; hit rate 0.26% among 360,000;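 active = inhibition above a per-plate limit, mean inhibition of low control wells plus 3 SD, cut at about 25% in these data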;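 note: 0% = DMSO wells with enzyme and 100% = wells lacking Arfgap1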
Target sequence (Q62848 1-136 limits assumed): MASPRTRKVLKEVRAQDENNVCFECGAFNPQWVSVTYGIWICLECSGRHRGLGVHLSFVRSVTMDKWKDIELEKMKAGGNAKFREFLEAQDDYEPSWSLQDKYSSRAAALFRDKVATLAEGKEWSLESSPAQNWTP
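system = rat Arfgap1 catalytic domain, aa 1-136 | technique = FP, GDP Alexa 633 tracer displaced from anti-GDP antibody, 620/688 nm | compound = one concentration, 16.5 µM, DMSO 1.26% | medium = HEPES-based buffer, pH 7.5 | timing = compound-enzyme preincubation 20 min, reaction 120 min, detection 60 min, 25 °C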
rCAG binder: binders of r(CAG) RNA repeats, primary screen, biochemical, fluorescence | r(CAG) RNA repeat, TO-PRO-1 dye displacement fluorescence | hit rate 1.3% among 370,000 | inhibition, % at 3 µM | AID 651821, 2012;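 active = inhibition above the plate cutoff, the mean of all test compounds on that plate plus 3 SD, cut at about 35% in these data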;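 note: 0% = DMSO alone and 100% = 100 µM mitoxantrone as full dye displacement; higher means more dye released from RNA so lower well fluorescence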
ASAP1 inh: inhibitors of human ASAP1 ArfGAP activity, primary screen, biochemical, fluorescence polarization | ASAP1-stimulated ARF1 GTP hydrolysis, GDP FP detection | inhibition, % at 16.5 µM | Arf-GAP with SH3 domain, ANK repeat and PH domain-containing protein 1 (Homo sapiens), … | hit rate 0.19% among 360,000; in the data active = inhibition above about 25%;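 note: 0% = vehicle with enzyme and substrate and 100% = no enzyme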
GC-B act: human GC-B receptor activators, primary screen, HEK293 GC-B cells, cGMP TR-FRET, EC30 CNP; 0% at EC30 CNP, 100% saturating CNP; activation, % at 10 µM; hit rate 0.11% among 370,000; AID 1920062, 2024;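 active = activation at 10 µM reaching about 35% in either raw or pattern-adjusted values, limit read from the data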
FXN GAA850 act: FXN promoter activators, primary screen, cell-based, luciferase luminescence, HEK293 lucGAA850 | AID 540364, 2011 | hit rate 0.56% among 360,000 | HEK293 lucGAA850 FXN promoter luciferase reporter, 24 h; percent of 10 µM SAHA response | activation, % at 6 µM;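 active = activation above the average of all compounds screened plus 3 SD, cutoff fixed separately per campaign, cut at about 7.5% in these data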;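 note: 0% = DMSO wells and 100% = 10 µM SAHA wells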
KLK7 zymogen act: proKLK7 zymogen activators, primary screen, biochemical, fluorescence intensity; activation, % at 7 µM; Kallikrein-7 (Homo sapiens), P49862; AID 652039, 2013; hit rate 0.9% among 370,000; purified proKLK7, EDANS-DABCYL substrate fluorescence; 100% is mature enzyme control, 0% vehicle;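 active = activation above the mean of all tested compounds plus 3 SD, computed per campaign excluding outliers beyond control limits, cut at about 13% in these data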
Target sequence (P49862 whole entry, looked up): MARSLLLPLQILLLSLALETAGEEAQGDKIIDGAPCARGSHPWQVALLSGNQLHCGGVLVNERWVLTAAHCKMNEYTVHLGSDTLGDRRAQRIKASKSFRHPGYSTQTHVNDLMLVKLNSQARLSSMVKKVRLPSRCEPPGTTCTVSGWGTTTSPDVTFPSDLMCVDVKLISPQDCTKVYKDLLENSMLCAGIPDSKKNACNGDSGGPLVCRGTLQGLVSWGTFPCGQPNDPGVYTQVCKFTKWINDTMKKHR
ADAM10 inh: human ADAM10 inhibitors, primary screen, biochemical, QFRET, HTS; Disintegrin and metalloproteinase domain-containing protein 10 (Homo sapiens), O14672; recombinant ADAM10, EDANS/DABCYL FRET peptide cleavage, 3 h; inhibition, % at 7 µM; hit rate 0.62% among 370,000; AID 720582, 2013;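 active = inhibition above a per-campaign cutoff equal to the mean of compounds falling between control-based bounds plus 3 SD, cut at about 20% in these data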;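 note: 0% = DMSO wells while the 100% control is not disclosed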
The depositor's hits bear a star; x = no result given. The order is random (roughly 4.5% active in at least one column).

SMILES	DDE Tn6 FP inh	sPLA2-III inh	NPR1 activator	ARFGAP1 inhibitor	rCAG binder	ASAP1 inh	GC-B act	FXN GAA850 act	KLK7 zymogen act	ADAM10 inh
CCOC(=O)c1cnc2ccccc2c1NCCO	-3	3	8	2	0	-12	-9	2.9	0.0	-7
Cc1ccc(-c2nnc3cccc(Cl)n23)cc1	-6	-5	2	4	0	16	-1	2.4	-0.1	-4
Cc1nc(SCC(=O)N2CCCCCC2)c2c(=O)n(C)c(=O)n(CC(C)C)c2n1	0	12	3	-2	-6	-15	12	-1.8	0.1	-19
COc1ccc(CNC(=O)c2cc(-c3cccs3)on2)cc1	5	-12	6	19	-1	0	2	3.7	-0.1	1
O=C(c1cnn2c(C(F)(F)F)cc(-c3cccs3)nc12)N1CCOCC1	-1	-4	2	-8	0	4	-4	2.1	6.3	-190
COc1ccc(CNC(=O)Cc2c[nH]c3ccccc23)cc1OC	3	-14	0	-4	3	13	2	0.8	-0.2	2
CC(C)NC(=S)N/N=C/c1ccc2c(c1)OCCO2	3	19*	8	-12	1	4	8	1.8	0.3	5
CCOC(=O)c1ccccc1NC(=O)Cc1ccccc1OC	3	5	-15	-8	3	6	-13	-1.2	0.1	-8
Cn1c(=O)[nH]c(=O)c2c1nc1n2CCCS1	-8	8	1	2	4	-9	2	-0.9	0.2	-3
CS(=O)(=O)N1CCN(c2ccc(NC(=S)NC(=O)c3cccs3)cc2)CC1	5	9	4	2	1	5	0	-0.6	0.1	-10
Cc1ccc(-c2csc(NC(=O)CN3CCC(C(N)=O)CC3)n2)cc1	1	2	16	1	-3	-8	3	0.3	-0.2	4
CCN1CCCC1CN(Cc1cc2ccc(C)cc2[nH]c1=O)C(=S)Nc1ccccc1OC (stereo not drawn)	-8	-5	-8	1	2	-11	-2	-3.2	0.4	-25
CCN(CC(=O)Nc1ccc(NC(C)=O)cc1)C(=O)/C=C/c1ccc(S(=O)(=O)N2CCCCCC2)cc1	-4	-3	0	4	4	-2	4	1.1	-0.5	3
O=S(=O)(NCc1ccccc1)c1cc(Br)ccc1Br	0	-14	2	-5	3	1	-4	x	0.0	8
Fc1ccc(-c2n[nH]c(=S)n2N=Cc2ccc(-c3ccccc3)cc2)cc1	3	5	-4	x	44*	x	-8	x	0.2	-6

Printed as active in sPLA2-III inh, among the entries above:
SMILES,DDE Tn6 FP inh,sPLA2-III inh,NPR1 activator,ARFGAP1 inhibitor,ASAP1 inh,GC-B act,FXN GAA850 act,KLK7 zymogen act,ADAM10 inh
CC(C)NC(=S)N/N=C/c1ccc2c(c1)OCCO2,3,19*,8,-12,4,8,1.8,0.3,5

The list goes on:
SMILES	DDE Tn6 FP inh	sPLA2-III inh	NPR1 activator	ARFGAP1 inhibitor	rCAG binder	ASAP1 inh	GC-B act	FXN GAA850 act	KLK7 zymogen act	ADAM10 inh
CCCCCCCCN1C(=O)N2Cc3cc(OC)ccc3C2CS1(=O)=O (stereo not drawn)	2	4	-1	x	0	x	7	x	0.3	0
CC(Cc1cccnc1)NC(=O)c1cc(COc2c(F)cccc2F)on1 (stereo not drawn)	0	0	3	1	-8	-14	3	1.6	-0.2	-6
C=CCn1c(SCCC(=O)O)nc2c1c(=O)n(C)c(=O)n2C	6	-1	-1	1	1	-5	-3	0.3	0.1	2
CCC(CC)C(=O)c1c[nH]c(C(=O)NC2CCCCCC2)c1	-4	7	0	-3	-11	2	1	0.5	0.2	0
O=C(NCc1ccco1)Nc1cccc(-c2ccccc2)c1	-6	3	0	-5	0	-1	0	1.9	-0.4	-5
COc1ccccc1CNS(=O)(=O)c1ccc(Cl)s1	-1	-4	-6	12	-4	-1	0	1.9	0.0	2
COC(=O)COc1ccc(/C=C2/NC(=O)N(CC(=O)OC)C2=O)cc1	4	-2	-7	-4	1	-7	-1	1.9	0.5	8
O=C(NCCCNC(=O)c1ccccc1)c1ccccc1	-2	-5	2	5	-4	9	1	-0.8	0.7	6
CCOC(=O)c1cc2c(=Cc3ccc(N(C)C)cc3)c3ccccc3n2[n+]1C	22*	28*	-16	29*	17	21	-19	-4.3	8.2	-16
COc1ccc(N2CCC(CNC(=S)Nc3c(C)cc(C)cc3C)C2)cc1 (stereo not drawn)	1	-5	-9	2	1	-6	-12	2.1	0.1	6
O=C(CN1CCSCC1)N/N=C/c1ccc(Cl)cc1	2	-4	2	5	-6	9	-7	x	-0.5	-5
O=C(COc1ccc(Cl)cc1)NNC(=O)C(=O)NC1CCCCC1	-1	-2	0	15	-1	0	-2	0.0	0.1	-3
CC[C@@H](C)[C@@H]1CN([C@@H](C)CN2CCC[C@H]2CN2C(N)=NC[C@H]2CC(C)C)C(=N)N1CCc1ccc(Cl)c(Cl)c1	9	5	3	3	12	2	1	1.7	0.3	1
C=C(C)CCC(C)N1CCC(n2nccc2NC(=O)CCOc2ccccc2)CC1 (stereo not drawn)	-6	2	-4	2	-15	-9	1	-1.3	0.2	-8
CC(=O)Nc1ccc(S(=O)(=O)N(C)Cc2cnn(C)c2)cc1	0	9	1	-4	-4	1	-5	-0.1	0.1	-12
COc1ccc(Cl)cc1N1C(=O)/C(=C/c2sccc2C)N=C1SCC(=O)NC1CC1	0	-1	-6	16	10	-5	-4	-5.2	-0.8	17
CC(C(=O)O)(C1CCCCC1)C1(O)CCCCC1 (stereo not drawn)	-2	10	1	1	1	0	2	x	0.3	-6
Cc1cc(/C=N/NC(=O)c2cccnc2)c(C)n1CC(C)C	3	7	-2	1	1	-9	2	6.4	-1.1	-15
COc1ccccc1OCC(=O)NCCS(=O)(=O)N1CCN(c2ccccc2)CC1	8	-11	-3	7	-1	-8	-7	-0.2	0.2	-1
O=C(c1cc(-c2ccccn2)nc2c(Cl)cccc12)N1CCN(S(=O)(=O)c2ccccc2)CC1	7	-26	-6	5	8	-7	5	0.6	-0.6	-7
Cc1ccnc(N(C(=O)c2cccs2)C(=O)c2cccs2)c1	-2	1	6	4	0	-1	4	5.0	-0.3	-5
COc1ccc(-c2nc3cc(C)c(Br)c(C)n3c2Cc2ccccc2C(F)(F)F)cc1OC	5	-10	-4	10	7	-8	-2	x	0.0	-9
CCOC(=O)c1cc(-c2nnc(SCC(=O)Nc3ccc(F)cc3)o2)c(C)nc1C	3	-4	1	7	0	4	-5	1.4	0.1	1
CC(C)OC(=O)CCCNc1ccc([N+](=O)[O-])cc1[N+](=O)[O-]	-3	19	4	15	-2	-5	3	1.7	-1.2	-5
COc1ccc(NC(=O)c2cccnc2Nc2ccccc2)cc1	6	-28	2	-1	8	4	3	-0.1	0.1	9
CCCOc1ccc(C2C(=O)N(C3CCCCC3)CC(=O)N2C2CC2)cc1OC (stereo not drawn)	10	0	0	10	-8	-13	6	1.6	-0.2	-1
Cc1ccc(OCCOc2ccc(Cl)cc2Cl)c(Br)n1	-6	0	37	x	x	x	2	x	x	13
O=C(COc1ccccc1Cl)NCCNC(=O)c1cccnc1	-1	-2	-2	-3	-5	-3	-3	-0.9	-0.3	-2
COc1ccc(CCc2nnc(CCC(=O)NCc3cc(C(C)C)no3)o2)cc1	1	3	0	11	-5	-5	2	5.1	-0.2	2
Cc1nn(CC(=O)N2CCN(S(=O)(=O)c3ccccc3)CC2)c(C)c1[N+](=O)[O-]	4	-3	-1	-4	1	4	0	1.9	0.2	-3
Cc1c(NC(=O)CN(c2ccccc2)S(=O)(=O)c2ccc(F)cc2)c(=O)n(-c2ccccc2)n1C	1	9	0	-5	-6	2	1	1.0	0.3	-3
CC[C@H]1c2[nH]c3ccccc3c2C[C@H]2C(=O)N(c3ccc(F)cc3)C(=O)N21	-4	-16	1	-10	-4	-9	3	-2.1	-2.1	3
Cc1ccc(S(=O)(=O)N2CCCC(C(=O)N3CCCc4ccccc43)C2)cc1 (stereo not drawn)	-10	1	-6	4	-2	-1	0	-1.1	-0.2	8
COC(=O)c1c(NC(=O)c2ccccc2C(=O)O)sc2c1CCCC2	-12	-1	2	-8	24	14	5	1.9	0.7	-4
CCOc1ccccc1N1CCN(C(=O)c2cn(CC3CCCCC3)nn2)CC1	4	-3	2	-3	-11	2	0	3.2	0.1	-15
Cc1ccc(S(=O)(=O)Nc2cccc(-c3ccc4nnc(C)n4n3)c2)s1	2	1	0	-6	10	12	-4	3.7	-0.4	7
O=C(c1cnc(-c2ccccc2)s1)c1ccc(Cl)cc1Cl	4	-2	2	7	1	2	-2	0.6	-0.3	8

Among those listed so far, 6 have an NH in an aromatic ring.
SMILES	DDE Tn6 FP inh	sPLA2-III inh	NPR1 activator	ARFGAP1 inhibitor	rCAG binder	ASAP1 inh	GC-B act	FXN GAA850 act	KLK7 zymogen act	ADAM10 inh
COc1ccc(CNC(=O)Cc2c[nH]c3ccccc23)cc1OC	3	-14	0	-4	3	13	2	0.8	-0.2	2
Cn1c(=O)[nH]c(=O)c2c1nc1n2CCCS1	-8	8	1	2	4	-9	2	-0.9	0.2	-3
CCN1CCCC1CN(Cc1cc2ccc(C)cc2[nH]c1=O)C(=S)Nc1ccccc1OC (stereo not drawn)	-8	-5	-8	1	2	-11	-2	-3.2	0.4	-25
Fc1ccc(-c2n[nH]c(=S)n2N=Cc2ccc(-c3ccccc3)cc2)cc1	3	5	-4	x	44*	x	-8	x	0.2	-6
CCC(CC)C(=O)c1c[nH]c(C(=O)NC2CCCCCC2)c1	-4	7	0	-3	-11	2	1	0.5	0.2	0
CC[C@H]1c2[nH]c3ccccc3c2C[C@H]2C(=O)N(c3ccc(F)cc3)C(=O)N21	-4	-16	1	-10	-4	-9	3	-2.1	-2.1	3
